# Nrf2 activator: activators of Nrf2 (ARE) signaling. AREc32 ARE-luciferase reporter (MCF7-derived line), luminescence, 24 h. AID 624171. Potency, µM (highest dose often 46.1 µM), for the others: at the top dose activation, actives largely listed as activators. 0.31% of 410,000 active; note: potency is the fitted concentration of half-maximal effect; % of control where 0% means no effect; nearly all actives have a fitted effect of over 65% in size
#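 AREc32_Fluc, 1000 cells/well, OPTI-MEM + 5% FBS, o/n 37 deg C 5% CO2; 23 nL cpd by pin tool, 24 hr; Steady-Glo 30 min RT, luminescence.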
# HepG2 tox: HepG2 cytotoxicity, counter-screen for TGF-b inhibitors | HepG2 CAGA-GFP viability, ATP luminescence, 18 h | Potency, µM (series often up to 46.1 µM), for the others: at the highest dose activity change, negative = cytotoxicity, hits mostly cytotoxic | 0.76% of 410,000 active; note: potency is the fitted concentration of half-maximal effect; some results filed as inactive show a strong effect at the top dose
#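 CellTiter-Glo luminescence gave cytotoxicity after 18 hours at 37 degrees C. The cells were HepG2 CAGA-GFP in 1% FBS DMEM, stimulated with 500 pg/mL TGF-beta after compound addition. %Activity was normalised to no-cell wells (complete cell-killing) and DMSO (no toxicity), and curves were fitted and classified.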
# pAkt inh: Akt phosphorylation inhibition | Neuro2A IGF-stimulated pAkt S473 HTRF, 20 min; hits give low values | activity change, % for hits at 50 µM | 0.32% of 360,000 active | AID 651550; in the data active = activity change below about -80%; inconclusive = mostly about -51% to -80%; note: % is set by controls: 0 for no effect and ±100 for the full control effect
#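 Neuro2A cells in DMEM with 0.5% FBS, overnight at 37 deg C, given compound at single 50 µM final, then IGF (6 nM final) for 20 min at 37 deg C. Lysed; phospho-Akt Ser473 by HTRF after 24 h, 665/615 ratio.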
# CCT chaperon mod: modulators of cytosolic chaperonin (CCT/TRiC) activity; purified chaperonin ATPase assay, HTRF ADP detection, 30 min; activity change, % (no concentration beside the values), hits read low; 0.3% of 360,000 active; in the data active = activity change below about -30%; note: % is set by controls: 0 for no effect and ±100 for the full control effect
#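 Nucleotide hydrolysis assay: TRiC at 20–40 nM final (set by batch activity) with 10 uM ATP, 30 min at 37 °C, in presence of 76 uM compound. Detection by competitive ADP HTRF, 30 min ambient.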
# Nrf2 block: inhibitors of Nrf2 signaling | Potency, µM (top dose mostly 46 µM), inactives show at the top dose activity change, negative = inhibition, actives largely listed as inhibitors | 2.1% of 360,000 active | A549 ARE-Fluc reporter, luciferase luminescence, 18-24 h; note: potency is the fitted concentration of half-maximal effect; % is set by controls: 0 for no effect and ±100 for the full control effect; nearly all actives have a fitted effect of over 60% in size
#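 A549 ARE_Fluc cells, 5000/well, 5% FBS OPTI-MEM; compounds in dose-response, 18-24 h at 37 °C/5% CO2; CellTiter-Fluor viability read (Ex 405/Em 525), then BugLite luciferase luminescence = Nrf2 activity.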
# MmCpn inh: M. maripaludis TRiC chaperonin inhibition. purified Mm-Cpn ATPase, ADP Transcreener TR-FRET. Potency, µM (doses to about 76.9 µM), for inactives: at the highest dose activity, negative = inhibition, actives largely listed as inhibitors. 0.031% of 330,000 active; note: potency is the fitted concentration of half-maximal effect; % is set by controls: 0 for no effect and ±100 for the full control effect; nearly all actives have a fitted effect of over 80% in size
#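 TR-FRET (320 nm excitation; 590 and 665 nm emission) reports ADP made from 10 uM ATP by 25 nM enzyme; compounds were preincubated 10 min, reaction run 30 min, both at 37°C.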
# A549 tox: A549 cytotoxicity, counter-screen for Nrf2 inhibitors; A549 ARE-Fluc cells, CellTiter-Fluor viability, 18-24 h; Potency, µM (titrated, usually from 46 µM), for the others: top-dose activity change, negative = cytotoxicity, most hits filed as inhibitors; 0.16% of 390,000 active; note: potency is the fitted concentration of half-maximal effect; % is set by controls: 0 for no effect and ±100 for the full control effect
#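 Cytotoxicity counterscreen: CellTiter-Fluor fluorescence was measured in A549 ARE_Fluc cells after 18-24 h of compound exposure in a concentration series. The subsequent BugLite luminescent read reports ARE-luciferase activity.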
# TGFb inhibitor: blocks TGF-b signaling. HepG2 CAGA-GFP TGF-b/SMAD3 reporter, GFP fluorescence, 18 h; TGF-beta stimulated, 500 pg/mL final. Potency, µM (top dose mostly 46.1 µM), without a hit: at the top dose activity, negative = inhibition, usual class: inhibitors. 1.2% of 410,000 active; note: potency is the fitted concentration of half-maximal effect; % is set by controls: 0 for no effect and ±100 for the full control effect; nearly all actives have a fitted effect of over 65% in size
#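 Inhibition was scored as loss of TGF-beta-induced (500 pg/mL final, 18 hours, 37 degrees C) GFP in HEPG2 cells carrying a CAGA-GFP reporter, in DMEM with 1% FBS. Well GFP was summed per cell; Activity was normalised to unstimulated and stimulated DMSO wells, then concentration-response fitting.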
# ATXN viability: viability counter-screen for ATXN expression inhibitors. S2 cells (HEK-293 line with an ATXN2-luciferase reporter) viability, CellTiter-Fluor protease fluorescence, 24 h. Potency, µM (top dose mostly 56.7 µM), usual class: cytotoxic. 0.49% of 400,000 active; note: potency is the fitted concentration of half-maximal effect; nearly all actives have a fitted effect of over 40% in size
# Numbers without * were called inactive; i = inactive; ? = inconclusive; nt = not tested or not shown. Unless noted, calls come from the whole dose curve; as a rule, active = well fitted curve in the direction sought with a large enough effect; inconclusive = small, poorly fitted or top-dose-only effect, or another doubt; inactive = no such curve, though single readings can be large; an effect the other way counts as inactive or inconclusive.
SMILES,Nrf2 activator,HepG2 tox,pAkt inh,CCT chaperon mod,Nrf2 block,MmCpn inh,A549 tox,TGFb inhibitor,ATXN viability
NC(Cc1ccccc1)c1csc(Nc2ccc(C(F)(F)F)cn2)n1 (configuration not stated),8.8%,-83.6%,i,-1.0,nt,nt,nt,?,i
CCCCN(C(=O)C1CCN(C(=O)c2ccccc2C)CC1)c1c(N)n(CCCC)c(=O)[nH]c1=O,-0.9%,2.1%,i,0.2,-13.0%,1.8%,-7.0%,0.4%,i
COc1ccc(CCNC(=O)c2cc3c(=O)n(C)c4ccccc4c3n2C)c(OC)c1,0.0%,-2.5%,i,2.6,?,?,10.2%,-2.1%,i
O=C(NC1CCS(=O)(=O)C1)C1CCCCN1S(=O)(=O)c1ccc(Cl)cc1 (configuration not stated),0.6%,-14.6%,i,-1.6,7.4%,-1.2%,7.3%,6.0%,i
O=C(c1cnc(N2CCCCC2)c2ccccc12)N1CCN(c2ccccc2F)CC1,-0.4%,-31.7%,nt,nt,nt,nt,1.0%,?,nt
CC(C)CN(C(=O)c1ccc(N2CCCC2=O)cc1)c1c(N)n(Cc2ccccc2)c(=O)[nH]c1=O,-0.9%,-5.4%,i,1.5,-0.3%,0.9%,7.6%,2.5%,i
CCC(Cc1ccccc1)OC(=O)c1ccccc1C(=O)O (configuration not stated),0.4%,3.6%,i,-1.0,-7.0%,nt,-0.2%,24.5%,i
COC(=O)C1=C[C@@H](C(=O)OC)[C@@H]2C3=C(C(=O)[C@@]2(C)NC(=O)c2ccccc2)[C@H](c2ccccc2)n2c(=O)n(-c4ccccc4)c(=O)n2[C@@H]3C1,0.8%,0.7%,i,2.0,12.1%,nt,-3.2%,10.6%,i
O=C(Nc1nnc(S(=O)(=O)N2CCCC2)s1)c1ccc(F)cc1,0.4%,-25.4%,nt,nt,?,nt,-0.7%,0.1%,i
CNC(=S)N/N=C(\C)c1ccc(C)c(C)c1,16.6%,-8.6%,i,-1.0,?,-0.5%,3.7%,26.5%,i
Cc1noc(C)c1S(=O)(=O)N(C)C[C@H]1Oc2ccc(NC(=O)C3CC3)cc2C(=O)N([C@H](C)CO)C[C@@H]1C,-0.5%,8.6%,i,-2.4,1.0%,-1.3%,6.9%,2.0%,i
CCCCC1OC23CCCCC2C(C#N)(C#N)C1(C#N)C(=N)O3 (configuration not stated),6.2%,-3.1%,i,-3.7,15.0%,1.3%,-9.5%,15.2%,i
Cc1nc(N2CCCCC2)[nH]c(=O)c1CN(C)N=O,0.5%,-9.0%,i,0.3,nt,nt,nt,-0.1%,i
Cc1ccc(O)c(/C=N/NC(=O)CN2CCCC2)c1,0.2%,-5.9%,i,0.0,1.8%,-5.1%,-3.5%,-10.4%,?
COc1cc2nc(NCc3ccccc3Cl)n3nc(-c4cccnc4)nc3c2cc1OC,-0.6%,-0.9%,nt,nt,-12.4%,nt,1.1%,-15.7%,nt
COc1cc(S(=O)(=O)NCCCN2CCOCC2)ccc1Cl,0.3%,6.9%,i,5.4,-21.3%,-0.6%,-1.5%,9.7%,i
CCOc1ccc(CCNC(=O)c2ccc3[nH]c(C)c(C)c3c2)cc1,2.6%,-28.4%,nt,nt,14.8%,nt,-4.5%,0.0%,nt
Cc1c(C(=O)NCc2ccccn2)oc2ccccc12,4.3%,-5.8%,i,-0.7,?,-1.6%,17.4%,2.0%,i
CC1CCC(NC(=O)CN(C)S(=O)(=O)c2ccc3c(c2)c(=O)n(C)c(=O)n3C)CC1 (configuration not stated),-0.4%,-4.5%,i,-2.0,3.3%,-1.3%,2.8%,-2.1%,i
Cc1ccc(-n2c(C)nnc2SCC(=O)NC2CC2)cc1,-0.4%,3.3%,i,-0.2,10.5%,-0.8%,-8.1%,3.3%,i

# An excerpt from above in order of their number in Nrf2 activator, rising:
canonical_smiles	Nrf2 activator
CCCCN(C(=O)C1CCN(C(=O)c2ccccc2C)CC1)c1c(N)n(CCCC)c(=O)[nH]c1=O	-0.9%
Cc1ccc(-n2c(C)nnc2SCC(=O)NC2CC2)cc1	-0.4%
COc1cc(S(=O)(=O)NCCCN2CCOCC2)ccc1Cl	0.3%
CCOc1ccc(CCNC(=O)c2ccc3[nH]c(C)c(C)c3c2)cc1	2.6%

# (listing goes on)
SMILES,Nrf2 activator,HepG2 tox,pAkt inh,CCT chaperon mod,Nrf2 block,MmCpn inh,A549 tox,TGFb inhibitor,ATXN viability
Cc1cc(NC(=O)c2cccc(S(=O)(=O)N3CCCCCC3)c2)n(-c2ccccn2)n1,-0.5%,-10.5%,i,-1.7,nt,0.1%,?,-4.6%,i
Cn1c(N=Cc2ccc([N+](=O)[O-])cc2)c(N)c(=O)n(C)c1=O,3.0%,-15.8%,i,-1.1,?,nt,-1.0%,?,i
COc1ccc(NC(=O)Cc2nc3ccccc3[nH]2)cc1,-2.5%,-51.9%,nt,-2.0,?,2.1%,-22.7%,?,i
CN(C(=O)CSc1nc2c(c(=O)[nH]1)CCC2)c1ccccc1,0.0%,-0.9%,i,-1.6,-20.2%,-2.7%,-12.6%,20.0%,i
Cc1ccc(NC(=O)NNC(=O)c2cc3ccccc3cc2O)cc1,0.4%,-0.5%,i,1.0,1.5%,-1.7%,0.3%,-2.0%,i
CC(C)[C@H](NC(=O)NCCc1ccccc1)C(=O)O,-0.1%,-0.2%,i,-0.4,-8.4%,0.0%,-1.4%,-5.5%,i
CCOc1ccc(S(=O)(=O)N2CCC(n3c(C)nc4cccnc43)CC2)cc1,0.1%,5.0%,nt,nt,?,nt,2.7%,-20.4%,i
CCc1nc2ccccc2c(C(=O)O)c1C,-0.2%,-3.7%,i,1.9,10.2%,1.1%,16.7%,-4.0%,i
Cc1ccc(-c2nc(CS(=O)CC(=O)NCc3ccccn3)c(C)o2)cc1 (configuration not stated),2.7%,-18.4%,i,-2.3,-2.1%,-0.4%,-1.5%,-11.3%,?
C=CCOc1ccccc1CNCCCN1CCOCC1,0.2%,4.9%,nt,-2.7,1.1%,0.2%,1.0%,28.3%,i
S=c1[nH]nc(-c2cccc3ccccc23)n1-c1cccnc1,0.1%,0.9%,i,-2.0,-4.4%,-2.3%,-1.4%,17.5%,i
COC(=O)c1ccc(CSc2nc3cc(Cl)ccc3s2)o1,-0.2%,0.8%,i,-1.3,3.7%,0.1%,1.4%,-20.7%,i
CCCOC(=O)c1ccc(Nc2cc(C)nc3ncnn23)cc1,6.3%,-27.8%,i,-0.6,nt,-2.6%,2.2%,3.2%,i
COc1ccc(CC(=O)NNC(=O)c2cccs2)cc1,-0.2%,-11.8%,i,-0.5,-5.0%,-0.1%,-3.9%,-19.8%,?
CN(C)C/C=C/C(=O)Nc1cccc(-c2c[nH]c3ncnc(Oc4ccc(NC(=O)CC(=O)Nc5ccc(F)cc5)cc4F)c23)c1,-0.1%,-34.9%,i,1.7,12.5%,0.6%,-1.8%,-10.4%,?
CC(C)CNC(=O)CSc1nnc(-c2ccccn2)n1Cc1ccccc1,0.1%,-3.7%,i,0.1,?,1.1%,-1.6%,-11.1%,i
Cc1ccc(OCC(=O)NNC(=O)Cc2ccc(S(=O)(=O)N3CCOCC3)s2)cc1,2.1%,-2.8%,i,-4.6,20.6%,0.0%,11.1%,-2.1%,i
CCOC(=O)CC1C(=O)NCCN1C(=S)NC(=O)c1ccccc1OC (configuration not stated),-0.4%,-11.4%,i,2.9,11.3%,?,15.6%,-14.1%,i
O=C(c1cc(-c2ccc(F)cc2)nc2ccccc12)N1CCC1,0.3%,10.0%,i,0.1,21.2%,0.5%,1.3%,25.7%,i
Nc1ccc(SCCN2C(=O)c3ccccc3C2=O)cc1,0.3%,2.1%,i,0.7,14.7%,-9.7%,-1.2%,-1.2%,i
CCC(=O)Oc1cccc(C(=O)Nc2ccc(-c3nnc(-c4ccco4)o3)cc2)c1,5.5%,2.9%,i,0.6,?,-4.9%,-13.9%,-0.9%,?
O=C(NCc1ccc(Cl)cc1)c1cc2ccccc2o1,3.9%,-2.2%,nt,nt,1.5%,nt,4.3%,-2.5%,nt
COC(=O)[C@@H]1C[C@@H]2CC[C@@H](O)C[C@@H]2N1Cc1ccccc1OS(=O)(=O)c1ccc(C)cc1,-0.8%,-0.2%,i,-1.2,-3.3%,-1.5%,0.6%,-1.3%,i
CCOC(=O)[C@@H]1[C@H]2COc3ccccc3[C@@H]2N2C(=O)N(c3cccc(F)c3)C(=O)[C@]12C,0.2%,1.6%,i,-0.3,4.5%,nt,-1.8%,-2.9%,i
CCCOc1cccc(C2/C(=C(/O)c3ccc(F)cc3)C(=O)C(=O)N2CCN(C)C)c1 (configuration not stated),-0.3%,-0.6%,i,0.7,17.2%,1.8%,2.1%,-3.0%,i
CCS(=O)(=O)CCSc1nc2ccccc2s1,-0.2%,5.9%,i,-1.9,6.5%,-6.2%,-6.4%,8.2%,i
FC(F)(F)c1ccc(Cl)c(-n2c(-c3ccco3)n[nH]c2=S)c1,?,-18.7%,i,-3.2,-6.2%,-6.4%,0.4%,-16.2%,i
c1cc(-c2nnc3n2CCCCC3)ccn1,0.0%,7.1%,i,-1.1,21.3%,1.0%,-5.0%,0.0%,i
O=C(NCc1ccccc1)c1onc(CSc2ccncc2)c1C(=O)NCc1ccccc1,-0.9%,-18.7%,i,-4.3,0.1%,nt,1.2%,-18.4%,i

# A section of the results above:
SMILES,Nrf2 activator,HepG2 tox,pAkt inh,CCT chaperon mod,Nrf2 block,MmCpn inh,A549 tox,TGFb inhibitor,ATXN viability
CCC(=O)Oc1cccc(C(=O)Nc2ccc(-c3nnc(-c4ccco4)o3)cc2)c1,5.5%,2.9%,i,0.6,?,-4.9%,-13.9%,-0.9%,?
O=C(NCc1ccc(Cl)cc1)c1cc2ccccc2o1,3.9%,-2.2%,nt,nt,1.5%,nt,4.3%,-2.5%,nt

# Screens: PubChem, National Center for Advancing Translational Sciences (NCATS)

# This is a random part of the collection; 4.4% or so of the library scored in one or more.
